D2 ag: HTS Assay for Allosteric Agonists of the Human D2 Dopamine Receptor: Primary Screen for Agonists; HEK293 T-REx D2 cells, calcium flux agonist mode; activation, % at 2 µM; 340,000 tested, 0.53% active; D(2) dopamine receptor (Homo sapiens), P14416;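 active means activation over 3 SD above normal in the single-dose calcium agonist read, cut at about 30% in these data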; further: 0% is about no effect
Target sequence (P14416 whole entry, looked up): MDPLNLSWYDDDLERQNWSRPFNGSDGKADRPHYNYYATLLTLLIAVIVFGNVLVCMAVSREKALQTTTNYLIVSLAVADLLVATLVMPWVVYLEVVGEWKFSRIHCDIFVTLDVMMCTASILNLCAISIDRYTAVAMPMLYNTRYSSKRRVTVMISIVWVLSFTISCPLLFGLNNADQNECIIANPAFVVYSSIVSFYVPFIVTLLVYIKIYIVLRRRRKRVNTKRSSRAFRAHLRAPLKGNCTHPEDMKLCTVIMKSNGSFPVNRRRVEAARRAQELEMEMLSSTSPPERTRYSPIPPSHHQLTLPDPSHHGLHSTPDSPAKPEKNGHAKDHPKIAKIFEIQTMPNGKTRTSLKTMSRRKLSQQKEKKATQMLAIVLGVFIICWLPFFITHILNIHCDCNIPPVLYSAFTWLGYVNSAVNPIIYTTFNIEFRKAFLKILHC
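HEK293 Trex D2 cells, tetracycline-induced, o/n 30 C 5% CO2; no-wash Ca dye, RT 30–90 min; 10-cycle baseline, 23 nl cpd added, kinetic Ca read 180 s; agonist hits = positive Ca response.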
RGS4 inh: Inhibitors of Regulator of G Protein Signaling (RGS) 4: qHTS. Regulator of G-protein signaling 4 (Homo sapiens), P49798. Transcreener GDP fluorescence polarization, RGS4-accelerated GTP hydrolysis. Potency, µM (series often up to 114 µM), for the others: at the highest dose activity change, negative = inhibition, most hits filed as inhibitors. 390,000 tested, 0.039% active. AID 504845, 2011; further: potency means the concentration at half of the fitted maximal effect; on the % scale 0 is the no-effect control and ±100 the full control effect; nearly all actives have a fitted effect of over 75% in size; some results filed as inactive show a strong effect at the top dose
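MLSMR compounds (23 nl, pin-transferred) preincubated 10 min at room temperature with a 500nM (2x) first reagent, then RGS4 at 900nM (2x) plus Transcreener GDP mix added; fluorescence polarization (620/688 nm) read before and after 90 min at 30 °C.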
12-LOX inh: Primary qHTS assay for inhibitors of human arachidonate 12S-lipoxygenase (ALOX12): Round 2. Polyunsaturated fatty acid lipoxygenase ALOX12 (Homo sapiens), P18054. purified 12hLO, xylenol orange hydroperoxide absorbance. Potency, µM (top dose mostly 108 µM), for the others: at the highest dose activity change, negative = inhibition, hits mostly inhibitors. 580,000 tested, 1.1% active; further: potency means the concentration at half of the fitted maximal effect; on the % scale 0 is the no-effect control and ±100 the full control effect
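Purified human 12hLO (150 nM final) in 25 mM Hepes, 0.01% Triton X-100, pH 7.0 was preincubated 15 min at room temperature with compound. Then 40 uM arachidonic acid was added, 30 min. Hydroperoxide was read by Fe-XO absorbance ratio 573/405 nm.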
ERG-DNA inh: qHTS for Small Molecule Inhibitors of the ERG Ets/DNA interaction | Transcriptional regulator ERG (Homo sapiens), P11308 | fluorescence polarization, His-ERG Ets domain / labelled DNA | Potency, µM (highest dose often 76.9 µM), for the others: at the highest dose FP activity, negative = inhibition, most hits filed as inhibitors | 370,000 tested, 0.028% active | AID 624246, 2012; active means well fitted inhibition curve with a large enough effect in the polarisation, with a control signal flat; inconclusive means small, poorly fitted or top-dose-only effect, or effect the other way, or a change in a side signal; inactive means no such curve, though single readings can be large or run the other way; the % refers to the polarisation;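 further: polarization taken with two DNA probes labelled with fluorescein and Texas red; potency means the concentration at half of the fitted maximal effect; % of control where 0% means no effect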
Target sequence (P11308 whole entry, looked up, the tested form may be a part): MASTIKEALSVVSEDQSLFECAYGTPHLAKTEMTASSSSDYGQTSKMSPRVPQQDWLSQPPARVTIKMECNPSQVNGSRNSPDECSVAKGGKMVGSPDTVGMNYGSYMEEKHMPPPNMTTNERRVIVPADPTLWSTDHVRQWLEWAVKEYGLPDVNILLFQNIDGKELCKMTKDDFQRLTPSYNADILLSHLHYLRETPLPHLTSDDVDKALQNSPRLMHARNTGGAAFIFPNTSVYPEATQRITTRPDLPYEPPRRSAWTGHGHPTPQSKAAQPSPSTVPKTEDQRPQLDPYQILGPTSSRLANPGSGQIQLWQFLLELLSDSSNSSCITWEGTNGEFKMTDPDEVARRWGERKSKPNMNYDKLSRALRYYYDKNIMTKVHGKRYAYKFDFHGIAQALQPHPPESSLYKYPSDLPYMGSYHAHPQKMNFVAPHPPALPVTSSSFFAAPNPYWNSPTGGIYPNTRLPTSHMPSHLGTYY
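His-tagged ERG Ets domain (1 uM in the protein solution; 300mM KCl, 50mM Tris-HCl, 1mM EDTA, 1mM DTT, pH 7.5) received compound, then a probe mix of 5 nM fluorescein-DNA and 100nM Texas-615-DNA. Fluorescence polarization was read for both dyes.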
Glioma ERSR ind: qHTS for Inducers of the Endoplasmic Reticulum Stress Response (ERSR) in Human Glioma: qHTS | U87-MG GRP78 promoter luciferase reporter, 16 h | Potency, µM, inactives show top-dose activation, usual class: activators | 420,000 tested, 0.02% active | AID 602332, 2012; further: potency means the concentration at half of the fitted maximal effect; series mostly up to about 76 µM; % of control where 0% means no effect; nearly all actives have a fitted effect of over 35% in size
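ERSR induction read as luciferase luminescence (Bright-Glo, 10 min at room temperature) in stably transfected human U87-MG glioma cells exposed to compounds for 16 h, using GRP78 as sensor.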
Vif-A3F inh: qHTS for Inhibitors of Vif-A3F Interactions: qHTS | HeLa A3F-eYFP + Vif (tagged APOBEC3F with the HIV-1 protein that degrades it), YFP fluorescence increase | Potency, µM (series often up to 46.1 µM), for inactives: at the top dose activity, negative = active | 390,000 tested, 0.2% active; further: potency means the concentration at half of the fitted maximal effect; % of control where 0% means no effect; nearly all actives have a fitted effect of over 65% in size
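Fluorescence increase (Ex 488/Em 500-530) after overnight compound treatment at 37 deg C flags inhibition of Vif-driven A3F-eYFP loss in stable HeLa A3F-eYFP/Vif cells seeded overnight beforehand.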
LDHA inh: qHTS assay for inhibitors of human lactate dehydrogenase. L-lactate dehydrogenase A chain (Homo sapiens), P00338. purified LDHA, NADH/diaphorase-resazurin fluorescence; hits give low values. activity change, % (values are at about 110 or 230 µM). 480,000 tested, 0.15% active; in the data active means activity change below about -30%; inconclusive means mostly about -25% to -30%;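 further: plate controls were DMSO wells for no effect and wells without enzyme for full effect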
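Resorufin fluorescence (ex540/em590), read at 0 and 20 min after diaphorase/resazurin addition, reports the NADH left after a 5 min room-temperature reaction of 2 nM human LDH5 with 0.06 mM NADH and 0.2 mM pyruvate.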
Vif-A3G inh: qHTS for Inhibitors of Vif-A3G Interactions: qHTS; DNA dC->dU-editing enzyme APOBEC-3G (Homo sapiens), Q9HC16; HeLa A3G-eYFP + Vif (tagged APOBEC3G with the HIV-1 protein that degrades it), YFP fluorescence, overnight; Potency, µM (series often up to 46.1 µM), without a hit: at the highest dose activity, negative = active, usual class: inhibitors; 410,000 tested, 0.076% active;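 further: potency means the concentration at half of the fitted maximal effect; on the % scale 0 is the no-effect control and ±100 the full control effect; nearly all actives have a fitted effect of over 60% in size; hits raise eYFP signal because A3G escapes Vif-driven loss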
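HeLa cells stably expressing Vif and C-terminally eYFP-tagged A3G, seeded overnight at 37 deg C, then exposed to compound by pintool overnight at 37 deg C. Rise in yellow fluorescence (Ex 488/Em 500-530, Acumen) marks blocked Vif-driven A3G degradation.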
D2 antagonist: HTS Assay for Allosteric Antagonists of the Human D2 Dopamine Receptor: Primary Screen for Antagonists. D(2) dopamine receptor (Homo sapiens), P14416. HEK293 TREx D2 cells, calcium flux, dopamine EC80. inhibition, % at 10 µM. 340,000 tested, 2% active; in the data active means inhibition above about 30%; further: 0% is about no effect
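Inhibition of EC80 dopamine-driven calcium flux, recorded kinetically, defines activity here; cells are a tetracycline-induced HEK293 T-REx line expressing force-coupled D2.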
* marks the source's active call; other numbers are inactive results; i = inactive; ? = inconclusive; nt = no result given; & = joins results of further samples; [ ] = remark or other dose. Unless noted, the call rests on the fitted dose curve; in most records, active means well fitted curve in the direction sought with a large enough effect; inconclusive means small, poorly fitted or top-dose-only effect, or another doubt; inactive means no such curve, though single readings can be large; an effect the other way counts as inactive or inconclusive. Some of the compounds tested; count on the stated rates, not on these rows.

The opening 6 compounds (preview)
SMILES	D2 ag	RGS4 inh	12-LOX inh	ERG-DNA inh	Glioma ERSR ind	Vif-A3F inh	LDHA inh	Vif-A3G inh	D2 antagonist
Cc1ccc(C(C(=O)NC(C)(C)C)N(C(=O)c2csnn2)c2cccc(F)c2)o1 (configuration not stated)	-0.6	-8%	0%	-13%	12%	1%	-1	-1%	0
O=C1Nc2ccccc2/C1=C/c1ccnc2ccccc12	1.6	-27%	-6%	-1%	-3%	6%	-8	0%	-6
Cc1ccc(Cn2nnnc2CN2CCC(c3nc4ccc(Cl)cc4[nH]3)CC2)cc1	-0.5	1%	-23%	nt	5%	10%	1	1%	10
CCN(CC)S(=O)(=O)c1ccc(N2CCCC2)c(NS(=O)(=O)c2cccs2)c1	0.8	0%	-19%	-5%	-4%	-6%	-11	-3%	9
CCC(=O)N1CCc2cc(S(=O)(=O)NCCC(=O)N3CCN(c4ccccc4)CC3)ccc21	5.4	12%	4%	0%	-6%	-25%	1	-19%	34*
Cc1ccc2nc(SCC(=O)N3CCN(c4ccccc4)CC3)nc(=O)n2c1	-0.5	-17%	-30%	16%	-2%	1%	4	-1%	-5

The list itself, repeating the preview:
SMILES	D2 ag	RGS4 inh	12-LOX inh	ERG-DNA inh	Glioma ERSR ind	Vif-A3F inh	LDHA inh	Vif-A3G inh	D2 antagonist
Cc1ccc(C(C(=O)NC(C)(C)C)N(C(=O)c2csnn2)c2cccc(F)c2)o1 (configuration not stated)	-0.6	-8%	0%	-13%	12%	1%	-1	-1%	0
O=C1Nc2ccccc2/C1=C/c1ccnc2ccccc12	1.6	-27%	-6%	-1%	-3%	6%	-8	0%	-6
Cc1ccc(Cn2nnnc2CN2CCC(c3nc4ccc(Cl)cc4[nH]3)CC2)cc1	-0.5	1%	-23%	nt	5%	10%	1	1%	10
CCN(CC)S(=O)(=O)c1ccc(N2CCCC2)c(NS(=O)(=O)c2cccs2)c1	0.8	0%	-19%	-5%	-4%	-6%	-11	-3%	9
CCC(=O)N1CCc2cc(S(=O)(=O)NCCC(=O)N3CCN(c4ccccc4)CC3)ccc21	5.4	12%	4%	0%	-6%	-25%	1	-19%	34*
Cc1ccc2nc(SCC(=O)N3CCN(c4ccccc4)CC3)nc(=O)n2c1	-0.5	-17%	-30%	16%	-2%	1%	4	-1%	-5
CCOc1ccccc1NC(=O)CSc1nc2ccccc2nc1N1CCOCC1	-0.3&-0.3	-10%&-17%	-3%&-19%	1%&1%	-1%&3%	-5%&-1%	-6&2	-5%&-3%	-23
Cc1cnc(C(=O)OCC(=O)c2ccc(C3CCCCC3)cc2)cn1	1.9	3%	7%	10%	1%	-6%	-7	-5%	6
COc1cc(O)c(C(CCN2CCOCC2)c2cc(OC)c(OC)c(OC)c2)c(OC)c1 (configuration not stated)	0.1	-5%&5%	15%	1%	-3%&1%	-5%	1	0%&-6%	-2
CCc1nnc(NC(=O)CCC(=O)NCCc2ccccc2)s1	nt	25%	2%	0%	-4%	-12%	0	-7%	nt
COc1cc(CNC2CCCCCCC2)c(Br)cc1OCCO	-0.3	1%	6%	18%	-1%	-2%	-1	0%	-22
CCOc1ccc(S(=O)(=O)N2CCCC(C(=O)NCc3cccnc3)C2)cc1Cl (configuration not stated)	0.7	9%	4%	1%	-3%	0%	-12	5%	-18
COc1cccc(NC(=O)c2ccccc2)c1	-0.7	3%	-14%	2%	0%	2%	-5	1%	-6
O=C(Nc1ccon1)c1ccc2c(c1)OCO2	nt	23%	0%	-1%	3%	0%	-6	-2%	nt
CCC1CCCCN1CCCNC(=O)C1CC(=O)N(CCc2ccccc2)C1 (configuration not stated)	0.0	-4%[11.4 µM]	1%	-10%	-1%	-4%	-5	1%	-17
CCCc1cc(=O)[nH]c(=S)[nH]1	1.7	-6%	?	4%	-2%&-3%&-3%&-4%	4%	-1	1%	-11
O=C(NC(Cc1ccccc1)C(=O)O)c1cccnc1Cl (configuration not stated)	nt	1%	nt	6%	-7%	0%	-10	-1%	nt
COc1ccccc1CO/N=C/NC(=O)c1c(OC)ccnc1Oc1ccc(F)cc1	1.0	-5%	9%	nt	-2%	-4%	-2	-8%	37*
O=C(CSc1ncn(-c2ccccc2)n1)NCc1ccccc1	0.8	-1%	2%	-4%	-1%	3%	0	1%	2
O=C(Cc1ccc(S(=O)(=O)N2CCCC2)s1)N1CCOCC1	-0.4	12%	0%	-4%	1%	-3%	-5	-1%	3
O=C(NCc1nnc(SCC(=O)N2CCN(c3ccccc3)CC2)o1)c1ccco1	0.7	-40%	-12%	-5%	0%	0%	-1	-1%	-3
CC(C)(C)c1cc(NC(=O)COC(=O)c2ccc3c(=O)n4c(nc3c2)CCC4)n(-c2ccccc2)n1	-0.1	12%	0%	12%	-2%	0%	-2	-2%	-10
Cc1[nH]nc2c1C(c1ccc(-c3ccc(Cl)cc3)o1)C(C#N)=C(N)O2 (configuration not stated)	nt	-30%	?	1%	?	-12%	2	-19%	nt
[N-]=[N+]=NC1C[C@H](n2ccc(=O)[nH]c2=O)O[C@@H]1CO (some centres not stated)	-0.4	3%	15%	2%	-1%	12%	-4	0%	-36
CCC(C(=O)Nc1cc(Cl)c(OC)cc1OC)c1ccccc1 (configuration not stated)	-1.0	29%	10%	-4%	-1%	?	-10	0%	-9
SMILES	D2 ag	RGS4 inh	12-LOX inh	ERG-DNA inh	Glioma ERSR ind	Vif-A3F inh	LDHA inh	Vif-A3G inh	D2 antagonist
Cc1ccc(OCC(=O)NCCC2=CCCCC2)cc1	3.1	8%	1%	0%	-3%	-6%	-5	-6%	-28
CCOC(=O)N1CCN(S(=O)(=O)N2CCCC(C(=O)NCc3cc(OC)ccc3OC)C2)CC1 (configuration not stated)	nt	15%	-13%&8%	-15%	-3%&-2%	6%&2%	-10&0	9%&0%	nt
CCn1c(CSc2nc3ccccc3s2)n[nH]c1=S	0.0	-36%	32µM*	-14%	-2%	-3%	-7	0%	-3
CCOC(=O)N1CCC(NC(=O)c2cc(C(=O)NCc3ccc(F)cc3)ccc2CO)CC1	0.0	-1%[11.4 µM]	41%[activator]	0%	-2%	11%	-10	6%	10
N/C(=N\OC(=O)c1cc([N+](=O)[O-])ccc1Cl)c1ccccn1	nt	18%	479%[activator]	-1%	-5%	?	-8	?	nt
COc1ccc(-n2nc(C(=O)NCC(=O)Nc3ccc(F)cc3)c3ccccc3c2=O)cc1	0.8	2%	-14%	-7%	-6%	?	-6	0%	-26
O=C(O)CN1C(=O)C(=O)N(Cc2ccccc2F)C1=O	0.1	-4%	?	-1%	-12%	-5%	-9	2%	-13
CC1(C(=O)NS(=O)(=O)c2cccs2)CCN1C(=O)c1ccco1 (configuration not stated)	nt	nt	-13%	nt	1%	nt	-10	-1%	nt
COc1ccccc1NS(=O)(=O)c1ccccc1C#N	0.0	23%	18%	nt	-1%	3%	-8	0%	-2
Nc1c(-c2ccccc2)cnc2cc(-c3ccccc3)nn12	-0.8	-9%	1%	12%	-5%	1%	-1	-5%	11
OCCN1CCN(c2ncnc3scc(-c4ccc(F)cc4)c23)CC1	0.3	16%	13%&2%	2%	-3%	-1%	-3&-9	1%	-20
C=CCN1C(=O)c2oc3ccccc3c(=O)c2C1c1ccc(O)c(OC)c1 (configuration not stated)	0.4	15%	?	-4%	3%	-8%	-8	-2%	-4
O=S1(=O)NC2c3ccccc3CC2O1 (configuration not stated)	-0.1	-41%	-21%	-7%	-5%	9%	5	-2%	15
COc1ccc(OC)c(CNC(=O)c2cc3ccc4cccnc4c3[nH]2)c1	0.6	-23%	-3%	1%	-3%	4%	-1	-6%	nt
O=C(Nc1cccc([N+](=O)[O-])c1)c1cc(S(=O)(=O)N2CCOCC2)cs1	-1.9	0%	-9%	4%	-3%	-5%	-7	0%	21
COc1cc(S(=O)(=O)Nc2cccc3cn[nH]c23)c(OC)cc1C	0.1	-15%	i	-12%	-4%	-9%	3	-13%	-5
CCC1=C2CC[C@H]3C(=O)N(C)C(=O)[C@H]3[C@H]2[C@@]2(Cc3ccccc3)C(=NCCOC)OC(=O)N2C1=O	-0.3	-7%	1%	0%	-1%	1%	0	1%	27
Cc1ccccc1-n1nnnc1Sc1nnnn1-c1ccccc1	-0.2	-35%	-18%	-6%	-3%	-5%	-6	-19%	12
C=CCOC(=O)Cn1cnc2c(sc3nc(C)cc(C)c32)c1=O	-1.6	3%	-1%	8%	8%	-9%	-5	-2%	-17

High-throughput results (PubChem BioAssay)
